Compound activity from PubChem.
mHtt clearance: compounds clearing mutant huntingtin protein | inhibition, % at 1.5 µM | HeLa Exon1htt(103Q)mCFP, aggregate imaging; zero = plate's median compound well | AID 853 | actives 0.42% (n = 47,000);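 active = inhibition of aggregate fluorescence above about 70%, also judged a hit by eye on the cell image, limit read from the data, passing the limit was not always enough; inconclusive = no rule stated for this call; inactive = not judged a hit on image review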;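 also: cells exposed to compound for three days before fixation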
mHtt clearance grain fraction: second read-out of mHtt clearance, no call of its own (marks repeat the call); fraction fluorescence in grains; measured here: aggregate grain fluorescence fraction; hits give low values;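 scaled fraction of total cell fluorescence in grains with unit not stated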
Numbers without * were called inactive; i = inactive; u = inconclusive; x = not tested or not shown.

smiles	mHtt clearance	mHtt clearance grain fraction
O=C(c1ccc(Cl)cc1)C1C2C(=O)N(c3ccccc3)C(=O)C2C2CCCN21 (stereo not drawn)	-33	27
Oc1ccc2oc3c(c2c1)CCCC3	3	39
CC1(C)CC(=O)C=C(NNC(=O)C2CCCCC2)C1	-107	37
CC(C)N(C(=O)C(=O)c1cccn1-c1ccccc1C#N)C(C)C	-29	25
CC1CCCN(C(=O)c2cc3c(-c4ccc(Cl)cc4)nn(C)c3s2)C1 (stereo not drawn)	21	26
CCOC(=O)c1c(C2COc3ccccc3O2)csc1NC(=O)c1ccccc1 (stereo not drawn)	17	26
CN1/C(=N\O)c2cccc3cccc1c23	-7	38
C/C(=N\N=C(/N)SC1CC(=O)N(c2ccc(Cl)cc2)C1=O)c1cccs1 (stereo not drawn)	18	32
COc1ccc(CCNS(=O)(=O)c2ccc(C3CNC(=O)C3)cc2)cc1OC (stereo not drawn)	2	19
CCCCOc1ccccc1NC(=O)c1ccc(=O)[nH]c1	-20	24
COC(=O)c1ccc(OCC(O)CN(CCO)CCO)cc1 (stereo not drawn)	-5	32
Cc1nc2c(c(C)nn2-c2ccccc2)c(C)c1Cl	6	30
CC(C)NC(=O)C1CCCN(S(=O)(=O)c2cccs2)C1 (stereo not drawn)	1	35
Cc1ccc(NC(=O)CS(=O)CC(=O)Nc2ccc3c(c2)OCO3)cc1Cl (stereo not drawn)	-12	42
CN1CCN(S(=O)(=O)c2ccc(Sc3nc4ccccc4[nH]3)c3nsnc23)CC1	31	26
CC1CCN(S(=O)(=O)c2ccc(NC(=O)Cn3nnc(-c4ccccc4)n3)cc2)CC1	45	12
O=C1NC(=O)c2cc(NC(=O)C3CCCCC3)ccc21	5	19
COc1ccccc1-c1nnc(SCC(=O)Nc2cc(C)on2)o1	16	16
Cc1ccc(-n2c(CNc3ccc(F)cc3)nnc2SCC(=O)NCc2ccco2)cc1	35	22
Cc1nnc(NC(=O)NCN2C(=O)C3C4C=CC(C4)C3C2=O)s1 (stereo not drawn)	-15	21
Clc1ccc(-c2nnc3c4ccccc4nc(N4CCOCC4)n23)cc1Cl	-33	28
CCn1c2ccccc2c2cc(NC(=O)N3CCOCC3)ccc21	8	18
Fc1ccc(NC(=S)N2CCCc3ccccc32)cc1	17	26
CCOC(=O)N1CCC(N2Cc3cccc(C(=O)NCc4ccccn4)c3C2=O)CC1	19	37
O=C(Nc1nc(-c2ccc(S(=O)(=O)N3CCCC3)cc2)cs1)c1cccs1	-10	19
COc1ccc(-n2nnnc2-c2cccnc2)cc1	34	15
COC(=O)C1C(O)=C(C=NCC(C)N=CC2=C(O)C(C(=O)OC)C(C)(C)CC2=O)C(=O)CC1(C)C (stereo not drawn)	44	17
COc1ccc(CCC(C(O)C(F)(F)F)S(=O)c2ccccc2)cc1 (stereo not drawn)	6	18
CCN(CC)C(=O)C1CC(=O)N(c2ccc(F)c(Cl)c2)C1 (stereo not drawn)	-52	32
COc1cccc(C2CC(C(F)(F)F)n3ncc(C(=O)NC(C)(C)C)c3N2)c1 (stereo not drawn)	-36	54

Looked up by compound from above (5):
smiles	mHtt clearance	mHtt clearance grain fraction
CCOC(=O)N1CCC(N2Cc3cccc(C(=O)NCc4ccccn4)c3C2=O)CC1	19	37
COc1cccc(C2CC(C(F)(F)F)n3ncc(C(=O)NC(C)(C)C)c3N2)c1 (stereo not drawn)	-36	54
COc1ccc(CCC(C(O)C(F)(F)F)S(=O)c2ccccc2)cc1 (stereo not drawn)	6	18
COc1ccccc1-c1nnc(SCC(=O)Nc2cc(C)on2)o1	16	16
O=C(Nc1nc(-c2ccc(S(=O)(=O)N3CCCC3)cc2)cs1)c1cccs1	-10	19

Carrying on.
smiles	mHtt clearance	mHtt clearance grain fraction
CS(=O)(=O)Nc1ccc(C(=O)NCCc2ccccc2)cc1	-101	38
COc1ccc(C)cc1NC(=O)Nn1cnnc1	1	21
O=C(O)c1cccc(Cn2cc(Br)cn2)c1	-67	30
OC(c1ccccc1)c1nccn1Cc1ccccc1 (stereo not drawn)	-83	36
O=C1OCCC1Sc1nc2ccccc2n1Cc1ccccc1 (stereo not drawn)	-19	24
CC1(C)CC(=O)C=C(N=CC2=C(O)CC(C)(C)CC2=O)C1	-6	20
Cc1cc(Cl)c(S(=O)(=O)N2CCN(c3ccccc3)CC2)cc1OCC(N)=O	16	15
CCC1=NC(c2ccccc2Cl)N(O)C1(C)C (stereo not drawn)	3	20
Cc1cc(Nc2ncc(Cl)cc2Cl)n[nH]1	54	16
COCCn1nnnc1C(c1ccc2ncccc2c1)N1CCN(c2ccccc2F)CC1 (stereo not drawn)	6	37
COc1cc(-c2nnc(SCC#CCO)o2)cc(OC)c1OC	-102	79
CCCn1c(SCC(=O)Nc2ccccc2C(=O)OC)nc2c1c(=O)n(C)c(=O)n2C	41	27
CCC1SC2=NC(C)=C(C(=O)OC)C(c3ccc(C(=O)OC)cc3)N2C1=O (stereo not drawn)	-22	54
CC(=O)NC(CCS(C)(=O)=O)C(=O)Nc1nc(C)cs1 (stereo not drawn)	20	16
COc1ccc(CN2CC(C(=O)NCCc3ccc(C)cc3)CC2=O)cc1 (stereo not drawn)	-30	52

Single records, from the list above. Order of screens: mHtt clearance | mHtt clearance grain fraction
CC1(C)CC(=O)C=C(N=CC2=C(O)CC(C)(C)CC2=O)C1 is listed with -6 | 20
COCCn1nnnc1C(c1ccc2ncccc2c1)N1CCN(c2ccccc2F)CC1 (stereo not drawn) is listed with 6 | 37
CCCn1c(SCC(=O)Nc2ccccc2C(=O)OC)nc2c1c(=O)n(C)c(=O)n2C is listed with 41 | 27
COc1ccc(CN2CC(C(=O)NCCc3ccc(C)cc3)CC2=O)cc1 (stereo not drawn) is listed with -30 | 52
CCC1SC2=NC(C)=C(C(=O)OC)C(c3ccc(C(=O)OC)cc3)N2C1=O (stereo not drawn) is listed with -22 | 54

Additional results follow.
smiles	mHtt clearance	mHtt clearance grain fraction
CC(=O)Nc1ccc(S(=O)(=O)N2C3CCCC2CC(NC(=O)C2CCCCC2)C3)cc1 (stereo not drawn)	-51	52
O=C(NC1CCCCC1)C(c1cccs1)N(C(=O)Cc1c[nH]c2ccccc12)c1ccc(F)cc1 (stereo not drawn)	22	26
CC(=O)NCCCc1nc2ccccc2n1Cc1ccccc1C	11	14
Cc1noc(C)c1S(=O)(=O)N1CCC(C(=O)N2CCN(C(=O)c3ccco3)CC2)CC1	-62	38
CCOc1ccc(C(F)(F)F)cc1NC(=O)c1ccc(OC)c([N+](=O)[O-])c1	-25	42
CC(=O)Nc1ccc(NC(=O)CSCCc2ccccn2)cc1	-30	56
CC(NC(=O)c1ccccc1NC(=O)c1ccco1)C(=O)O (stereo not drawn)	56	7.2
O=C(O)c1ccc(-c2ccccc2Cl)o1	-15	39
O=C(CSc1nc(-c2cccs2)cc(C(F)(F)F)n1)NCc1ccccc1	-16	37
COC(=O)c1ccc(Cn2c(O)c(N=O)c3ccccc32)o1	35	21
COc1ccc(C(C(=O)NC2CCCCC2)N(CC2CCCO2)C(=O)C2COc3ccccc3O2)cc1OC (stereo not drawn)	1	17
CCCC(=O)N(C)c1nnc(-c2ccc(OC)cc2)s1	-45	28
CCOC(=O)c1oc2cc(O)cc(C)c2c(=O)c1-c1cscn1	-8	19
O=C(CNC(=O)c1ccccc1)NCCc1nc2ccccc2[nH]1	39	13
Cc1cc(NC(=O)COC(=O)c2ccc(S(=O)(=O)N3CCCc4ccccc43)cc2)no1	i	196
COc1cccc2cc(-c3nnc(SCC(=O)Nc4nc(C)cs4)n3C)oc12	13	29
CCOP(=O)(c1ccc(N(C)C)cc1)C(O)c1ccccc1 (stereo not drawn)	14	18
Cc1ccccc1OC1C(=O)N(Cc2ccc3c(c2)OCO3)C1c1sccc1C (stereo not drawn)	-29	40
Cc1cc(C)nc(SCC(=O)N/N=C/c2cccn2-c2cccc(C(F)(F)F)c2)n1	-54	58
CCOc1ccc(NC(=O)c2nnn(CC(=O)Nc3ccccc3OC)c2N)cc1	10	32
O=C1CCCC(O)=C1C=NCCc1ccccc1	-76	31
C=C(C)Cn1c(CCNC(=O)C(C)C)nc2ccccc21	46	9.6
COc1cc(=O)[nH]c(=O)n1CC(=O)c1ccccc1	7	18
CC(C)C(=O)Nc1cccc(C(=O)Nc2nnc(C(C)(C)C)s2)c1	6	38
COc1ccc(N=Cc2c[nH][nH]c2=O)cc1	-18	36
COCCn1nnnc1C(c1ccc(OC)cc1OC)N1CCN(c2ccccc2)CC1 (stereo not drawn)	-28	45
O=C(Nc1nnc(-c2cccs2)o1)c1ccco1	64	16
COc1cccc(NC(=O)Cn2c(=O)oc3ccccc32)c1	-10	21
COc1ccccc1CNC(=O)C(CCSC)NS(=O)(=O)c1ccc2c(c1)oc(=O)n2C (stereo not drawn)	12	34
CN(C)C(=O)Nc1ccc(F)cc1F	u	x
S=c1nc(-c2ccccc2Br)[nH][nH]1	-14	20
Cc1ccc(S(=O)(=O)N(CC(O)CN2CCCC2)c2ccccc2)cc1 (stereo not drawn)	-23	42
COc1ccccc1-c1noc(-c2ccccc2C(=O)N2CCOCC2)n1	-83	66
O=C(NC(=S)Nc1ccccc1N1CCCC1)c1ccc(-c2cccc([N+](=O)[O-])c2)o1	31	26
Cc1ccc(-n2c(N)c(C(=O)N3CCCCC3)sc2=S)cc1	4	23
CC(=O)c1cnc(Nc2nc(C)c3cc(C)ccc3n2)nc1C	1	20
OCC1N=C(c2ccccn2)OC1c1ccccc1 (stereo not drawn)	17	30
COc1ccc(OC)c(NC(=O)CCn2cccc2)c1	50	20
Cc1nc2ccc(S(=O)(=O)NCC(=O)N3CCCC(C)C3)cc2s1 (stereo not drawn)	-43	56
Cn1c(Cn2c(=O)sc3ccccc32)nnc1SCc1cccnc1	27	38
CCOc1ccc(N(CC(=O)Nc2nccs2)S(=O)(=O)c2c(C)noc2C)cc1	30	34
Cc1cc(C2C(C#N)=C(N)OC3=C2C(=O)CC(C)(C)C3)c(C)s1 (stereo not drawn)	5	37
COc1ccc(-n2nc(C(=O)NCC(=O)NCC3CCCO3)c3ccccc3c2=O)cc1 (stereo not drawn)	-63	33
COc1ccc(CNC(=S)Nc2cccc(C)c2C)cc1	-7	45
Cc1csc(NC(=O)CCS(=O)(=O)c2ccc(Br)cc2)n1	23	16
CON(C)c1nc(OCCNC(=O)OCc2ccc(Cl)cc2Cl)nc(N(C)C)n1	46	21
O=C(Oc1cccnc1)c1cccc(Cl)c1	-52	34
COCCNC(=O)C(OC(=O)c1cccs1)c1ccccc1 (stereo not drawn)	24	14
Cc1ccc(-n2c3c(c(=O)[nH]c2=S)C(C(F)(F)F)(C(F)(F)F)NC(=O)N3)cc1	-19	28
Cc1ncc(S(=O)(=O)c2ccccc2)c(-c2ccc(Cl)cc2Cl)n1	-72	65
CC(NC(=O)c1nn(C)c(=O)c2ccccc12)c1ccc(F)cc1 (stereo not drawn)	-3	38
COCc1nnc(NC(=O)c2cccs2)s1	-5	18
CCC(=O)N1CCN(c2ccccc2NC(=O)Cc2ccccc2)CC1	-4	20
O=C1C=C(OCc2ccccc2)CN1	-47	30
O=C(CCSCc1ccccc1Cl)N1CCN(c2ccccn2)CC1	24	30
COc1ccc(CCn2nnnc2C(CC(C)C)N2CCN(c3ncccn3)CC2)cc1OC (stereo not drawn)	1	38
O=c1[nH]c2ccc(S(=O)(=O)N3CCCCC3)cc2[nH]c1=O	22	14
CNC(=O)c1ccc(N(Cc2ccccc2C)S(C)(=O)=O)cc1	-2	19
O=C(NC1CCCC1)c1ccc(COCC(F)(F)F)o1	0	18
O=C(CN1C(=O)COc2ccccc21)NCCCN1CCN(Cc2ccccc2)CC1	-6	20

Additional records follow:
smiles	mHtt clearance	mHtt clearance grain fraction
O=C(Nc1sc2c(c1C(=O)O)CCCC2)c1cccs1	-21	41
Cc1ccc(C)c(S(=O)(=O)NCc2ccc(C(=O)NCc3ccco3)cc2)c1	-48	28
Cc1nn(Cc2ccccc2Cl)c(C)c1NC(=O)/C=C/c1cnn(C)c1	-19	46
CC(C)OCCCNS(=O)(=O)c1ccc2c(c1)OCCO2	16	16
Cc1cccc(N(C)C(=O)c2coc(=O)c3ccccc23)c1	-56	29
COc1ccc(OC)c(NS(=O)(=O)c2ccc(NC(C)=O)cc2)c1	26	17
COC(=O)CSc1nc2c(c(C3CC=CCC3)c1C#N)CCC2 (stereo not drawn)	2	20
C=CCn1c(SCc2ccc3nonc3c2)nnc1-c1cccs1	48	8.6
CC(C)(C)c1nn(-c2ccccc2)c2[nH]c(=O)c(CNCc3ccco3)cc12	49	18
CC(=O)Nc1cc(NC(=O)C2C3C=CC(C3)C2C(=O)O)ccc1Cl (stereo not drawn)	-1	19
Cc1cc(C)n(-c2nc(C)nc(NCc3ccccc3)n2)n1	-28	29
CC1CCCN(CCCNC(=O)C2CC(=O)N(c3ccc(F)c(Cl)c3)C2)C1 (stereo not drawn)	46	11
CCN1CCN(C(=O)C2(NC(=O)Nc3cccc(F)c3)CCCCC2)CC1	31	13
Cc1onc(-c2ccccc2Cl)c1C(=O)Nc1cccc2nsnc12	-36	26
CCN(c1ccccc1)S(=O)(=O)c1ccc(NCC2COc3ccccc3O2)nc1 (stereo not drawn)	11	31
Cc1ccc(C)c(-n2nnnc2SCC(=O)Nc2cccc(-c3nnc4n3CCCCC4)c2)c1	13	38
CC(C)CCNC(=O)NC(=O)COC(=O)C1=COCCO1	-27	24
Cc1ccc2[nH]c(=O)c(CN(CCCN3CCOCC3)C(=O)NC3CCCCC3)cc2c1	-17	21

This is a subset; count on the stated rates, not on these rows.
